Assay outcomes deposited in PubChem BioAssay by Fisher Drug Discovery Resource Center.
mcGAS inh = mouse cGAS inhibition by luminescence | inhibition, % at 12.5 µM | recombinant cGAS, Kinase-Glo ATP depletion luminescence | AID 1259399 | 0.15% of 160,000 active;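 note: 0% = negative control wells and 100% = reference inhibitor with no enzyme activity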
hcGAS inh = inhibitors of human cGAS; inhibition, % at 12.5 µM; recombinant h-cGAS, ATP depletion, Kinase-Glo luminescence; 0.081% of 290,000 active; Q8N884;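 note: 0% = vehicle reaction and 100% = reaction without DNA for no activity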
Target sequence (Q8N884 whole entry, looked up): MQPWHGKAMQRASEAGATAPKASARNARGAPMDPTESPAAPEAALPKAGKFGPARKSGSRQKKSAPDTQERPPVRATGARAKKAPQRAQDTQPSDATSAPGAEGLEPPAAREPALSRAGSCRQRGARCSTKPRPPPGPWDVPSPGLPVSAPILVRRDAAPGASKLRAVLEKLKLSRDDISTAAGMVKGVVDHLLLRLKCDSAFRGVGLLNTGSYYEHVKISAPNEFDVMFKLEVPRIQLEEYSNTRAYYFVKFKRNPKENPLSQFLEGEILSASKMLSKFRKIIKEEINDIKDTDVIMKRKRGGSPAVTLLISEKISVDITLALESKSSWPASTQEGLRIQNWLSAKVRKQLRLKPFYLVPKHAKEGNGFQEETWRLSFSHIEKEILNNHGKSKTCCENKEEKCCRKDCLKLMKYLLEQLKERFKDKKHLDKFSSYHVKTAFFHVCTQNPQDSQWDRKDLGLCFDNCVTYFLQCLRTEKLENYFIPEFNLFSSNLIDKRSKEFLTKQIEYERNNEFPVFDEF
NPYLR7 agonist = mosquito NPYLR7 agonism; HEK293T NPYLR7/Galpha15, GCaMP6s calcium fluorescence; AID 1259423; activation, % at 10 µM; 0.15% of 270,000 active; in the data active = activation above about 40%;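 note: 0% = vehicle and 100% = reference agonist at the receptor; some compounds past the cut are filed as inactive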
Starred values were filed as active, the others as inactive; x = no result given; & = joins results of further samples. Cut-off read from the data, not from the text of the source, unless noted: active = inhibition above about 40%; inactive = the rest.

Molecule	mcGAS inh	hcGAS inh	NPYLR7 agonist
CC1CCCCN1C(=O)c1cc(-c2ccc3c(c2)OCO3)nc2ccccc12 (centres undefined)	-5	-4	1
Cc1ccc(CN(CCc2ccccc2)C(=O)CN(Cc2ccco2)C(=O)c2ccco2)o1	-7	-4	12
CC(C)NC(=O)C(C)S(=O)(=O)Cc1ccccc1F (centres undefined)	x	4	-4
CN1CCc2c(sc(NC(=O)c3ccc(F)cc3)c2-c2nc3ccccc3s2)C1	-9	-6	0
Cc1cccc(N2CCN(C(=O)CCn3cnc4c([nH]c5ccccc54)c3=O)CC2)c1C	-7	-3	x
COCCNc1cccc2c1C(=O)c1ccccc1C2=O	-4	1	-6
Cc1ccc(NCc2ccc(C(=O)N(C)CC3CCCCO3)cc2)cc1 (centres undefined)	x	-6	14
Cc1ccc2nc(C)c(C(=O)N(C)Cc3nc(CC(C)C)no3)cc2c1	-7	-1	22
Cc1ccc(S(C)(=O)=O)cc1NS(=O)(=O)c1ccc(Br)cc1Cl	x	-4	2
Cc1ccc(C(C)C)c(Oc2ccc(-c3nc(N)nc(N)n3)cc2)c1	x	0	-4
Cn1c(=O)[nH]c(=O)c2c1nc(N1CCN(Cc3ccccc3Cl)CC1)n2Cc1ccccc1	-4	1	0
CC(C)N(Cc1ccc(-c2ccc(F)cc2)s1)C(=O)c1ccc(=O)n(C)n1	-13	-8	7
CC(C)CS(=O)(=O)CC(=O)NCc1ccc(Br)cc1	x	-6	7
CN(Cc1nc2ccccc2n1CCCOc1ccc(Cl)cc1)C(=O)c1ccco1	x	-5	-8
O=C1NC(=O)C2C1ON(c1ccccc1)C2c1cccs1 (centres undefined)	0	0	-3
Cc1ccc2c(c1)sc(=NC(=O)c1cc(Cl)sc1Cl)n2C	x	-9	0
O=S(=O)(NCCCn1ccnc1)c1cc(Cl)ccc1Cl	x	-10	11
O=C(CCC1CCCC1)Nn1cnc2ccc(Cl)cc2c1=O	x	1&0	10&0
ClCC(CNCc1nc(C2CC2)no1)n1cccn1 (centres undefined)	x	-10	5
CC(C)CNc1nccc2[nH]c(-c3ccco3)nc12	-6	-5	-7
COc1ccc(NC(=O)CC(=O)N2CCC(Oc3ccc(C)cc3)CC2)c(OC)c1	-18	-4	7
Clc1ccc2nc(-n3nc4ccccc4n3)nc(-c3ccccc3)c2c1	-6&-1	-1&-7	-7&7
Cc1cc(OCC2c3ccsc3CCN2C(=O)CN(Cc2ccco2)S(=O)(=O)c2ccc(Cl)cc2)ccc1Cl (centres undefined)	-6	-6	17
Cc1[nH]c2c(c1C(=O)N1CCOC(C(F)(F)F)C1)C(=O)CCC2 (centres undefined)	x	-5	22
Cc1nc(N2CCCC2)nc(NCCC2CCOC2)c1C (centres undefined)	-3	1	x
CCCCNC(=O)c1cc(N2CCN(Cc3ccccc3)CC2)nc2ccccc12	-7	-3	4
CC(C)CNC(CC(=O)Nc1ccc2ccccc2c1)C(=O)O (centres undefined)	-9	-5	5
CCCS(=O)(=O)NC(=O)C1(C)CCN1C(=O)C1(c2ccc(Cl)cc2)CC1 (centres undefined)	x	-10	1
CCOc1cc(C(=O)NCCOC)cc(Cl)c1O	x	-3	5
CC1(C)C(NC(=O)C2CC2c2ccc(F)cc2)C2CCOC21 (centres undefined)	-5	-11	4
O=S(=O)(c1cccs1)N1CCN(c2ncnc3c2nnn3-c2ccccc2)CC1	-5	-4	-7
O=c1c(Cl)c(NCC2CCCO2)cnn1-c1cccc(C(F)(F)F)c1 (centres undefined)	x	-7	15
CCC(C#N)NC(=O)CCNC(=O)OCC(F)(F)F (centres undefined)	x	-3	1
O=S1(=O)c2cccc3cccc(c23)N1Cc1cc(Cl)ccc1OC(F)F	x	-4	3
Cc1c(C(C)NC(=O)c2csc(-c3cccs3)n2)cnn1-c1ccccn1 (centres undefined)	-9&-4	-8&-1	2&2
CCc1ccccc1NC(=O)c1cccc(NC(=O)COC(C)C)c1	-17	-4	11
CN(CCN1CCOCC1)C(=O)c1cc(COc2ccc(F)cc2Cl)on1	x	-10&-4	4
Cc1c(NCc2cccnc2)cccc1C(=O)N[C@@H]1CNC[C@H]1O	-13	-6	3
O=C(CN1CCc2sccc2C1c1ccc(Cl)cc1)N1CCN(C(=O)c2ccco2)CC1 (centres undefined)	-5	-3	6
Cc1ccc(F)c(C(=O)N(Cc2cccc(Oc3ccc(Cl)cc3)c2)Cc2ccco2)c1Cl	-5	-8	-5
O=S(=O)(NCC(c1ccco1)N1CCc2ccccc2C1)c1cccs1 (centres undefined)	1	2	-6
C#CCn1c(COc2ccccc2OC)nc2ccccc21	x	-5	6
S=c1[nH]nc(COc2ccccc2)o1	-4	1	4
CCCS(=O)(=O)N1CCCC1c1cc(C(C)C)on1 (centres undefined)	1	0	x
Nc1ccc(-c2nc3ccc(N)cc3s2)cc1	-4	-14	-3
Cc1cc(C)cc(CN2CCC(Cc3ccc(-n4cccc4)cc3)CC2)c1	-4	-1	1
CC(C)CC(CNC(=O)C1=CCCC1)NC(=O)C1=CCCC1 (centres undefined)	x	3	16
Cc1n[nH]c(C)c1CCC(=O)N1CCC2(CN(C)C(=O)O2)C1 (centres undefined)	-2	-5	0
O=C(NCC1CCCO1)c1cccnc1N1CCN(C(=O)C2C[C@H]2c2ccccc2)CC1 (some centres undefined)	-3	0	0
Cc1ccc(-n2nnnc2SCc2cn3cccc(C)c3n2)cc1C	x	-13	1
COCCCNC(=O)c1cc(NC(=O)Nc2cccc(Br)c2)ccc1N1CCCCC1	-4	-4	15
Cc1nonc1NC(=O)C1SCCc2ccccc21 (centres undefined)	x	-10	5
CC(C)CN1CCC(NC(=O)N(C)Cc2cccc(Cl)c2Cl)CC1	x	-5	1
C=CCN(C(C)=O)C(c1ccccc1)P(=O)(OCC)OCC (centres undefined)	-6	-1	-3
CCOC(=O)c1cc(-c2cccc(NC(=O)Cc3cccs3)c2)n(-c2cccc(C)c2)n1	-3	-3	22
CC(=O)Nc1ccc(C(=O)N2CCCN(Cc3cc(=O)c(OCc4ccc(C(C)(C)C)cc4)co3)CC2)cc1	-4	-4	19
O=C(COC(=O)c1ccc(N2C(=O)C3C4C=CC(C4)C3C2=O)cc1)c1ccc(Br)cc1 (centres undefined)	-7	-5	5
Cc1ccc(Cn2nnc3c(SCC(=O)NCc4ccccc4)ncnc32)cc1	-4	-3	9
CCCC(=O)Nc1ccc(CC(=O)N[C@H]2CCCCNC2=O)cc1	-1	1	0
O=c1oc2cc(Oc3ncnc4c3oc3ccccc34)ccc2c2c1CCC2	-8	-12	-1

(cont.)
Molecule	mcGAS inh	hcGAS inh	NPYLR7 agonist
O=C(O)c1ccc2[nH]cnc2n1	x	-9	-6
CC(C)CN(Cc1ccco1)C(=O)CN1CCCN(C)CC1	3	2	3
O=C(NCCN1CCOCC1)c1csc(COc2ccccc2F)n1	-6	-2	0
COc1ccc([C@@H](C)NC(=O)c2cccc(C#CC(C)(C)O)c2)cc1	x	-5	6
CC(=O)NC1=NN(C(C)=O)C2(S1)C(=O)N(C(C)=O)c1ccc(Br)cc12 (centres undefined)	x	-11	15
O=[N+]([O-])c1ccc(Sc2n[nH]c(-c3ccncc3)n2)c([N+](=O)[O-])c1	x	-3	-5
COc1ccc(CC(=O)N(CC(=O)Nc2cc(-c3ccccc3)nn2-c2ccc(F)cc2)CC(C)C)cc1	-4	-11	-2
O=C(NCc1ccccc1CO)c1cccc(OCC(F)(F)F)n1	-16	-6	-7
CCCCc1oc2ccccc2c1C1NC(=O)c2ccccc2N1 (centres undefined)	-13	-4	14
N#Cc1ccccc1CN1CCN(c2nc(C(=O)NCC3CCOCC3)co2)C1=O	x	-7	10
CSc1nnc2c(n1)OC(/C=C/c1ccco1)Nc1ccccc1-2 (centres undefined)	30	5	3
Cc1ccc(-c2ccc(OCCNS(=O)(=O)c3ccc(Cl)cc3)nn2)cc1	-9	-6	-4
CSc1cccc(CN(C)C(=O)C(C)n2cc(C)cn2)c1 (centres undefined)	-3	0	x
O=C(Nc1ccc(F)cc1F)c1cnn2c1NC(c1ccco1)CC2C(F)(F)F (centres undefined)	-7	-7	25
CSCCC1NC(=O)c2ccccc2N(CC(=O)NCC(C)(C)CN(C)C)C1=O (centres undefined)	x	-8	-1
O=C(c1cn(Cc2ccccc2F)nn1)N1CCN(Cc2ccccn2)CC1	x	-6	3
CCC(=O)Nc1cccc(OCC(=O)NC(C)c2ccc(C)cc2C)c1 (centres undefined)	0	-3	-15
Cc1ccc(C(=O)NC(=NCCCN2CCOCC2)OCC(C)C)cc1	-4	-2	9
Cc1cccc(C)c1Nc1c(-c2ccc3c(c2)OCO3)nc2cccc(C)n12	-5	-5	3
CCOC(=O)c1[nH]c(C)c(C(=O)C(C)N(CCOC)S(=O)(=O)/C=C/c2ccccc2)c1C (centres undefined)	-5	-3	19
CC1(C)O[C@@H]2C[C@@](OCc3ccccc3F)(C(=O)NCC3CCCO3)CC(OCc3ccc(C#N)cc3)[C@@H]2O1 (some centres undefined)	-8	-4	x
CCCCn1c(CN2CCCCC2CC)nc2c1c(=O)n(C)c(=O)n2C (centres undefined)	x	2	-16
CN[C@@H]1[C@H](OC2[C@H](O[C@H]3[C@H](O)[C@@H](O)[C@H](N=C(N)N)[C@@H](O)[C@@H]3N=C(N)N)O[C@@H](C)[C@]2(O)C=O)O[C@@H](CO)[C@H](O)[C@H]1O (some centres undefined)	x	-2&-2	-6
O=C(Cc1ccccc1)N(Cc1csc(COc2cccc3ccccc23)n1)C1CC1	-4	-5	20
C=c1ccccc1=C1C=NNC(N2CCC(OCCOC)CC2)=N1	-3	-7	18
Cc1sc2nc(SCCCC(=O)Nc3ccc(S(N)(=O)=O)cc3)nc(N)c2c1C	-3	-2	-4
O=C(NNC(=O)c1ccco1)c1ccc2c(c1)-c1ccccc1C2	x	5	-3
Cc1cccc(C)c1NC(=O)c1ccc(NC(=O)C2CC2)s1	-3	-2	-4
CC(C)NC(=O)c1ccc(-c2ccc([N+](=O)[O-])cc2Cl)o1	x	-5	2
O=C(N=C1N=C2C=CC(Br)=CN2Cc2ccccc21)c1ccc(=O)oc1	x	-1	14
O=C(C1CCN(c2nc(-c3ccccc3)nc3c2CCC3)CC1)N1CCSCC1	-5	-7	-5
O=C(CSc1ccc2nnc(-c3cccnc3)n2n1)N1CCCC(c2ccccc2)CC1 (centres undefined)	-9	-7	16
Cc1ccc2c(c1)N(Cc1ccccc1)C(=O)C(C)O2 (centres undefined)	-4	-4	5
CC(C)Nc1ccc(C(=O)N2CCC(O)(Cc3ccccc3)CC2)cn1	-3	-4	-2
O=C(CCl)Nc1ccc(N2CCCC2)cc1	-6	-5	-4
O=C(Nc1ccccc1)C1CCCN(CC2CCCCO2)C1 (centres undefined)	x	-10	-7

Rewritten with two lines to a compound: five of the compounds above
Order of values – mcGAS inh | hcGAS inh | NPYLR7 agonist
Cc1cccc(C)c1NC(=O)c1ccc(NC(=O)C2CC2)s1
  -3 | -2 | -4
CC(C)NC(=O)c1ccc(-c2ccc([N+](=O)[O-])cc2Cl)o1
  x | -5 | 2
O=C(N=C1N=C2C=CC(Br)=CN2Cc2ccccc21)c1ccc(=O)oc1
  x | -1 | 14
O=C(C1CCN(c2nc(-c3ccccc3)nc3c2CCC3)CC1)N1CCSCC1
  -5 | -7 | -5
O=C(CSc1ccc2nnc(-c3cccnc3)n2n1)N1CCCC(c2ccccc2)CC1 (centres undefined)
  -9 | -7 | 16

Returning to the listing, repeating the 4 entries before the break.
Molecule	mcGAS inh	hcGAS inh	NPYLR7 agonist
Cc1ccc2c(c1)N(Cc1ccccc1)C(=O)C(C)O2 (centres undefined)	-4	-4	5
CC(C)Nc1ccc(C(=O)N2CCC(O)(Cc3ccccc3)CC2)cn1	-3	-4	-2
O=C(CCl)Nc1ccc(N2CCCC2)cc1	-6	-5	-4
O=C(Nc1ccccc1)C1CCCN(CC2CCCCO2)C1 (centres undefined)	x	-10	-7
CC1(C)N=C(N)NC(Nc2ccccc2Br)=N1	-5	-7	7
c1ccc(Cc2nnc3sc(C4CCOC4)nn23)cc1 (centres undefined)	x	-7	22
CC(C)CN1C(=O)N(C2Cc3ccccc3C2)C(=O)C12CCN(Cc1nc3ccccc3n1C)CC2	-12	-7	15
Cc1cccc(OCC(O)CNCc2cnc(C3CCC3)s2)c1 (centres undefined)	-18	-11	6
COc1ccc(-c2cn3nc(SCC(=O)Nc4ccccc4C)ccc3n2)cc1	x	-10	6
